From PubChem BioAssay
Giardia FBPA inh: blocks Giardia fructose-bisphosphate aldolase activity; A8B2U2; purified Giardia FBPA; Potency, µM (doses to about 59.6 µM), for the others: top-dose activity, negative = inhibition, actives largely listed as inhibitors; 290,000 compounds, 0.71% hits; AID 2451; further: potency means the concentration at half of the fitted maximal effect; nearly all actives have a fitted effect of over 55% in size
Target sequence (A8B2U2 whole entry, looked up): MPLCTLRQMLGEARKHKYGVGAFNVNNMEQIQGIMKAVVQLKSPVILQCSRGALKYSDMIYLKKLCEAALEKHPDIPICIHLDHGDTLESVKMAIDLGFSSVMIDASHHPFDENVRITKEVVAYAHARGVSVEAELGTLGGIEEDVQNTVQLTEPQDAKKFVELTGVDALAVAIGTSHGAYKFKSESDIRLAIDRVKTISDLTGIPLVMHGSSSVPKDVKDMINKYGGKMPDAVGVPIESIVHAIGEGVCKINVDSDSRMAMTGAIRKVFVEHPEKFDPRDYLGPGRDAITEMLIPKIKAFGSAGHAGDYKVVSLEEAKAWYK
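Giardia FBPA (40 nM reagent) was preincubated 10 min at RT with compound (up to 57.5 uM final), then substrate plus GAPDH/TPI/NAD/arsenate coupling system with diaphorase/resazurin was added; resorufin fluorescence (525/598 nm) was read after 20 min.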
HCMV inh: human cytomegalovirus inhibition. HFF cells, HCMV-luciferase reporter, 72 h; active compounds read low. activity change, negative = inhibition, % at 57.5 µM. 410,000 compounds, 4.5% hits; in the data active means activity change below about -60%; inconclusive means no clear call, values can overlap the other calls; inactive means above about -39%
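Steps: HFFs plated, 16 h 37C; compounds added; HCMV-luciferase added to MOI 1 PFU/cell; 72 h 37C; OneGlo reagent, 5 min room temperature; luminescence read, normalized to controls.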
HCV inh: blocks hepatitis C virus | Huh7.5.1 HCVcc-Cre infection, luciferase reporter, 44 h | Potency, µM (top dose mostly 41.8 µM), inactives show top-dose activity change, negative = inhibition, most hits filed as inhibitors | 340,000 compounds, 3.4% hits | AID 651820; further: potency means the concentration at half of the fitted maximal effect
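Seed cells (1,000/well) for 4 h; treat with compound and infect with HCVcc-Cre, moi about 0.5. Incubate 44 h, then detect luciferase activity.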
AMA1-RON2 inh: AMA1-RON2 (P. falciparum) interaction inhibition; AlphaScreen AMA1-biotinylated RON2 peptide binding; Potency, µM (series often up to 58.2 µM), for inactives: top-dose activity change, negative = inhibition, hits mostly inhibitors; 360,000 compounds, 0.2% hits;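 further: potency means the concentration at half of the fitted maximal effect; 0% = vehicle wells and -100% = peptide control; nearly all actives have a fitted effect of over 45% in size; some results filed as inactive show a strong effect at the top dose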
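AMA1 (3D7) with his tag at 25 nM final met compounds first, then biotinylated RON2 peptide at 25 nM; detection used donor plus acceptor beads, 10 µg/mL apiece, read by AlphaScreen after 30 min at room temperature.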
Sm TGR inh: blocks Schistosoma mansoni thioredoxin glutathione reductase. purified TGR, DTNB reduction, TNB absorbance 405 nm. Potency, µM (series often up to 114 µM), without a hit: at the highest dose activity change, negative = inhibition, usual class: inhibitors. Q962Y6. 360,000 compounds, 3% hits; further: potency means the concentration at half of the fitted maximal effect; nearly all actives have a fitted effect of over 60% in size
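First, TGR (20 nM dispensed) and NADPH were mixed with compound. Second, a 15 min room-temperature incubation followed. Third, further NADPH and then DTNB were added to start the reaction. Finally, TNB absorbance was monitored kinetically.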
AmpC inh detg: inhibitors of E. coli AmpC beta-lactamase with detergent; AmpC hydrolysis of nitrocefin, absorbance 480 nm, 0.01% Triton; AID 485294; Potency, µM (series often up to 114 µM), without a hit: top-dose activity change, negative = inhibition, actives largely listed as inhibitors; 370,000 compounds, 0.041% hits;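 further: potency means the concentration at half of the fitted maximal effect; 0% = no-compound wells and -100% = no-enzyme wells; nearly all actives have a fitted effect of over 25% in size; some results filed as inactive show a strong effect at the top dose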
Target sequence (P00811 whole entry, looked up): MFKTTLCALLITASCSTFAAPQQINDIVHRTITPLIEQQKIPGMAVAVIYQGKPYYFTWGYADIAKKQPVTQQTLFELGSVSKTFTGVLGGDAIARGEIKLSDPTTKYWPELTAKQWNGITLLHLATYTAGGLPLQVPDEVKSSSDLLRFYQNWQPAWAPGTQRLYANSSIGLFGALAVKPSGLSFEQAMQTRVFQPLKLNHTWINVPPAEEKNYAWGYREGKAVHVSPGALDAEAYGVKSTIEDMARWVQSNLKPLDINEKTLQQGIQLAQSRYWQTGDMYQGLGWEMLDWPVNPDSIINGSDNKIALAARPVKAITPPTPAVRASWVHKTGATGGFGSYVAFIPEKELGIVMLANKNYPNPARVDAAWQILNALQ
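AmpC (5.3 nM in the dispensed reagent) in 20 mM phosphate pH 7.0 with 0.01% (detergent screen) or 0.0001% Triton X-100 was preincubated with compounds for 15 min at room temperature. Nitrocefin was then added from an 800 uM solution, and hydrolysis was followed at 480 nm.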
An asterisk follows results filed as active; ? = inconclusive; · = not tested or not shown; [ ] = remark or other dose. Unless noted, the call rests on the fitted dose curve; in most records, active means well fitted curve in the direction sought with a large enough effect; inconclusive means small, poorly fitted or top-dose-only effect, or another doubt; inactive means no such curve, though single readings can be large; an effect the other way counts as inactive or inconclusive. Unless noted, on the % scale 0 is the no-effect control and ±100 the full control effect.

Codes: A = Giardia FBPA inh; B = HCMV inh; C = HCV inh; D = AMA1-RON2 inh; E = Sm TGR inh; F = AmpC inh detg
Compound: COc1ccc(C(=O)Nc2cc(Cl)ccc2-n2cncn2)c(OC)c1OC
  A: ·; B: 5; C: ?; D: -3%; E: -4%; F: -8%
Compound: CCOc1cccc(N2C(=O)CC(NCc3ccc(S(N)(=O)=O)cc3)C2=O)c1 (centres undefined)
  A: -1%; B: 23; C: 4%; D: 2%; E: ?; F: ?
Compound: COC(=O)c1sccc1NC(=O)c1c(Cl)cnn1C
  A: ·; B: 47; C: -1%; D: -8%; E: 6%; F: -11%
Compound: Cc1ccc(C(C)NC(=O)CSc2ccc(S(=O)(=O)N3CCOCC3)cn2)cc1C (centres undefined)
  A: ·; B: -25; C: -4%; D: 11%[11.6 µM]; E: -9%; F: ?
Compound: Cc1ccc(S(=O)(=O)N2CCC(=O)N(CCOC(=O)Nc3ccc(F)cc3)CC2)cc1
  A: 2%; B: 2; C: ?; D: -2%; E: -21%; F: ?
Compound: O=C(/C=C/Nc1ccc([N+](=O)[O-])cc1Br)c1cccc2ccccc12
  A: -4%; B: 91; C: 0%; D: -2%; E: -4%; F: -11%
Compound: Cc1ccc(CNC(=O)C(=O)c2cn(CC(=O)N3CCOCC3)c3ccccc23)cc1
  A: ·; B: 42; C: -21%; D: -12%; E: -17%; F: 3%
Compound: CN(C)CCNC(=O)c1cc2sc3ccccc3c2s1
  A: 2%; B: 33; C: ?; D: 2%; E: ?; F: -6%
Compound: CCCOC(=O)C(C)n1cnc2scc(-c3ccc(C)cc3)c2c1=O (centres undefined)
  A: 0%; B: 5; C: 22µM*; D: -5%; E: -5%; F: -3%
Compound: O=C1COc2ccc(C(=O)CSc3ccccc3C(=O)O)cc2N1
  A: 21%; B: -12; C: 5%; D: -1%; E: -30%; F: -8%
Compound: COc1cc(NC(=O)C2CC(c3ccccc3Cl)=NO2)cc(OC)c1OC (centres undefined)
  A: 10%; B: -16; C: ?; D: -2%; E: 2%; F: 2%
Compound: CCOC(=O)N1CCC(N(CCN(C)C)C(=S)Nc2cccc(C)c2)CC1
  A: 2%; B: 11; C: 13%; D: 26%; E: 5%; F: -6%
Compound: O=C(COC(=O)c1ccc[nH]c1=O)NC1CCCC1
  A: -17%; B: 7; C: -2%; D: -5%; E: -2%; F: -13%
Compound: CC1CC1C(=O)OCC(=O)NC(=O)NC12CC3CC(CC(C3)C1)C2 (centres undefined)
  A: 1%; B: -6; C: 2%; D: -2%; E: -14%; F: -1%
Compound: CC1=C(C(=O)Nc2ccccc2)C(c2ccco2)C(C#N)=C(SCC(=O)Nc2cccc(C)c2C)N1 (centres undefined)
  A: -5%; B: -10; C: ?; D: -3%; E: -12%; F: 3%
Compound: COc1ccc(NS(=O)(=O)c2ccc(C)c(C(=O)N(C)Cc3ccc(OC)cc3OC)c2)cc1
  A: ·; B: -13; C: ?; D: -14%; E: 0%; F: ?
Compound: O=C(NCCc1ccccc1)c1c(O)c2ccccc2[nH]c1=O
  A: 12%; B: -14; C: -18%; D: 4%; E: 5%; F: -9%
Compound: COc1ccc(S(=O)(=O)N2CCCC(C(=O)NCCc3ccccc3)C2)cc1 (centres undefined)
  A: 12%; B: 4; C: -9%; D: 12%; E: -14%; F: -7%
Compound: CCOC(=O)c1c(CN(C)C)n(-c2ccc(C)cc2)c2cc(Br)c(O)cc12
  A: 1%; B: -7; C: ?; D: -9%; E: -20%; F: -4%
Compound: CC(=O)Oc1ccc2c(C)c(CC(C)O)c(=O)oc2c1 (centres undefined)
  A: -10%; B: -11; C: -2%; D: -9%; E: 0%; F: ?
Compound: CCCC(=O)NCCCc1nc2ccccc2n1C
  A: 4%; B: 20; C: 10%; D: 23%; E: 6%; F: ?
Compound: O=C(N/N=C/C=C/c1ccccc1[N+](=O)[O-])c1cc(-c2cccnc2)nc2ccccc12
  A: 6%; B: -17; C: 1%; D: 101%[activator]; E: 0%; F: ?
Compound: CSc1nc(S(=O)(=O)c2ccc(C)cc2)c(Cl)s1
  A: 4%; B: 29; C: -2%; D: -3%; E: 2%; F: 1%
Compound: CN(C)/C=N/n1cnc2ccccc2c1=O
  A: 9%; B: -3; C: ?; D: 47%[activator]; E: 7%; F: -1%
Compound: COC(=O)c1cccc(NC(=O)c2cc(OC)c(OC)c(OC)c2Br)c1
  A: -5%; B: 29; C: -26%; D: -2%; E: -8%; F: ?
Compound: CCc1c(C)nc(N)n2c(SCC(=O)NC3CCCCC3)nnc12
  A: ·; B: -35; C: 6%; D: 9%; E: -3%; F: 7%
Compound: COc1cc2sc(NC(=O)c3ccco3)nc2cc1Cl
  A: 8%; B: 52; C: 9%; D: 8%; E: 9%; F: 3%
Compound: CCCN1CCC(=O)N([C@H](CSc2ccc(C)cc2)CC(C)C)CC1
  A: 1%; B: -38; C: -12%; D: -4%; E: 40µM*; F: -8%
Compound: CCN(CC)S(=O)(=O)c1ccc(C(=O)Nc2ncn(Cc3ccccc3)n2)cc1
  A: -2%; B: 27; C: ·; D: 36%[activator]; E: -2%; F: 6%
Compound: COc1ccc(CCN(C)C(=S)NC(=O)c2ccc(F)cc2Cl)cc1OC
  A: ?; B: 4; C: -6%; D: 37%[activator]; E: 0%; F: 1%
Compound: CCCN1CCN(C(=O)c2ccccc2-c2nc3ccccc3s2)CC1
  A: 6%; B: -5; C: ?; D: -10%; E: -23%; F: -4%
Compound: Cc1ccccc1C(=O)NCC(=O)Nc1ccc(C)c(S(=O)(=O)N2CCCCCC2)c1
  A: ·; B: -12; C: 8.9µM*; D: 20%; E: -23%; F: -9%
Compound: O=C(CSc1ncn[nH]1)Nc1cccc2ccccc12
  A: -13%; B: 16; C: 26%; D: 20%; E: 1%; F: 8%
Compound: Cc1cccc2c(N)c3c(nc12)N(C)CC3
  A: 16µM*; B: ?; C: -28%; D: -7%; E: -4%; F: -5%
Compound: Cc1ncc([N+](=O)[O-])n1CCOC(N)=O
  A: 6%; B: -1; C: 4%; D: 8%; E: -7%; F: 4%
Compound: COc1ccc(-c2cc(C(=O)NCC(C)C)no2)cc1
  A: 7%; B: 142; C: 9%; D: -18%; E: 0%; F: -5%
Compound: COc1cc(C(C[N+](=O)[O-])c2c(C)[nH]c3ccccc23)ccc1O (centres undefined)
  A: -20%; B: 25; C: -12%; D: -8%; E: ?; F: -13%
Compound: CCOC(=O)c1ccoc1CN1CCN(S(=O)(=O)c2ccc(C)c(C)c2)CC1
  A: ·; B: -63*; C: ?; D: -18%; E: ·; F: ·
Compound: O=C(Cc1ccccc1)Nc1ccc(NC(=S)NC(=O)c2ccccc2)cc1
  A: ·; B: 18; C: ?; D: 1%; E: -7%; F: -12%
Compound: Cc1c(-c2nc(-c3ccncc3)no2)cccc1[N+](=O)[O-]
  A: 7%; B: 79; C: -11%; D: 15%; E: 0%; F: -4%
Compound: CCc1ccccc1NC(=O)CN1CCN(CC(=O)Nc2ccc3c(c2)OC2(CCCCC2)O3)CC1
  A: ·; B: -21; C: ?; D: 0%; E: ·; F: ·
Compound: Cc1cc(Cl)ccc1C(=O)C1CCCN(C(=O)c2cnsn2)C1 (centres undefined)
  A: 3%; B: 18; C: 4%; D: 1%; E: 6%; F: -5%
Compound: O=C1C(C23CC4CC(CC(C4)C2)C3)C(=O)N(c2ccccc2)N1c1ccccc1
  A: 1%; B: 5; C: 14%; D: 0%; E: 0%; F: -9%
Compound: O=C(NCCNc1ccc([N+](=O)[O-])cc1C(F)(F)F)c1cccc(F)c1
  A: 0%; B: -31; C: ?; D: 0%; E: -2%; F: -9%
Compound: NC(=O)c1cc2ccccc2o/c1=N/NC(=O)c1cccc(Cl)c1
  A: 2%; B: -24; C: -16%; D: 82%[activator]; E: -1%; F: ?
Compound: O=C(Nc1ccc(S(=O)(=O)N2CCOCC2)cc1)c1ccc(S(=O)(=O)N2CCOCC2)cc1
  A: 1%; B: -39; C: 9%; D: -11%; E: -10%; F: 0%
Compound: CCn1nc(C)c(CN2CCC(C(=O)Nc3cccc(-c4cccc(F)c4)c3)CC2)c1C
  A: ·; B: -21; C: ?; D: 9%; E: -6%; F: -2%
Compound: COC(=O)c1sccc1NC(=O)c1ccc(Cl)s1
  A: -9%; B: 39; C: ?; D: 2%; E: 0%; F: 2%
Compound: O=C(O)c1cccc2c3c([nH]c12)CCCC3
  A: 1%; B: -1; C: 0%; D: -2%; E: 12%; F: -9%
Compound: O=c1[nH]c2ccccc2nc1Cc1ccc(Cl)cc1
  A: 4%; B: 15; C: 19%; D: 0%; E: -3%; F: -1%

A section of the results above:
Codes: A = Giardia FBPA inh; B = HCMV inh; C = HCV inh; D = AMA1-RON2 inh; E = Sm TGR inh; F = AmpC inh detg
Compound: COC(=O)c1sccc1NC(=O)c1ccc(Cl)s1
  A: -9%; B: 39; C: ?; D: 2%; E: 0%; F: 2%
Compound: O=C(O)c1cccc2c3c([nH]c12)CCCC3
  A: 1%; B: -1; C: 0%; D: -2%; E: 12%; F: -9%
Compound: O=c1[nH]c2ccccc2nc1Cc1ccc(Cl)cc1
  A: 4%; B: 15; C: 19%; D: 0%; E: -3%; F: -1%

The list goes on.
Codes: A = Giardia FBPA inh; B = HCMV inh; C = HCV inh; D = AMA1-RON2 inh; E = Sm TGR inh; F = AmpC inh detg
Compound: O=C(Oc1ccc(C(=S)N2CCOCC2)cc1)c1ccc([N+](=O)[O-])cc1[N+](=O)[O-]
  A: -6%; B: 5; C: 7%; D: 2%; E: -17%; F: -1%
Compound: O=C(NCN1CCN(c2ccccc2)CC1)c1cnccn1
  A: 12%; B: -8; C: 7%; D: 12%; E: -13%; F: 3%
Compound: CC(C)(C)C1CCC(=NNC(=O)CC(=O)NCc2ccccc2)CC1 (centres undefined)
  A: -1%; B: -5; C: 46%[activator]; D: 19%; E: 0%; F: ?
Compound: CNC(=O)CN(c1cccc(Br)c1)S(C)(=O)=O
  A: 2%; B: -6; C: 6%; D: 5%; E: -7%; F: ?
Compound: Cc1ccc(C)c(NS(=O)(=O)c2cc(C(=O)NCCC3=CCCCC3)ccc2C)c1
  A: -1%; B: -37; C: ?; D: -7%; E: 8%; F: -6%
Compound: Cn1nccc1NC(=O)Nc1cccc(Cl)c1
  A: -5%; B: -33; C: 5%; D: -2%; E: -2%; F: -3%
Compound: Cc1cc(C(=O)COC(=O)c2ccncc2)c(C)n1Cc1ccco1
  A: -2%; B: -38; C: 1%; D: -4%; E: -13%; F: 2%
Compound: O=C(CN1CCC(NC(=O)c2cccc(F)c2)CC1)NCc1ccccc1F
  A: 1%; B: -2; C: -14%; D: 2%; E: 3%; F: 2%
Compound: O=C(Nc1ccnn1C1CCN(CCCc2ccccc2)CC1)c1ccccc1
  A: ·; B: 1; C: -4%; D: -5%; E: 0%; F: -2%
Compound: CN1C(=O)C(O)(CC(=O)/C=C/c2ccco2)c2cc(Br)ccc21 (centres undefined)
  A: 0%; B: 44; C: 11µM*; D: 12%; E: 18µM*; F: -6%
